MsrA inhibitor: bovine MsrA enzyme inhibitors, primary screen, biochemical, absorbance, HTS; Methionine sulfoxide reductase A (Bos taurus); 360,000 tested, 0.75% active; purified bovine MsrA, absorbance read-out; inhibition, % at 15.5 µM; in the data active means inhibition above about 4.5%;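 further: 0% = vehicle wells with enzyme and 100% = reference inhibitor wells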
FAS-TE inh: FAS thioesterase domain inhibitors, primary screen, biochemical, fluorescence intensity, uHTS. Fatty acid synthase (Homo sapiens), P49327. recombinant FAS-TE, OMFH fluorogenic substrate, fluorescence endpoint. inhibition, % at 15 µM. 360,000 tested, 0.67% active;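 active means compounds whose normalised, plate-corrected inhibition of enzyme fluorescence in the single-dose primary screen is 50% or more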;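 further: 0% = DMSO with enzyme and 100% = substrate without enzyme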
MT1-MMP act inh: blockers of MT1-MMP proenzyme processing, primary screen, HT1080 RFP-PRO-GFP cells, GFP/RFP fluorescence. 360,000 tested, 0.061% active. GFP/RFP ratio change, % at 20 µM. GFP/RFP ratio fluorescence, overnight; percent of plate control window, DMSO zero. Matrix metalloproteinase-14 (Homo sapiens), P50281;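 active means GFP/RFP ratio change of at least 30% with cell ATP level not reduced by more than half and red fluorescence within 50% of control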; further: strong numbers were not always called active
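Test system: HT1080 RFP-PRO-GFP cells; Benchmarks: DMSO and RFP-L50D-GFP cell wells; Timing: cells overnight before dosing, compound overnight, 37 °C, 5% CO2; Compound: one 20 µM compound dose with 1% DMSO; Read-out: GFP/RFP fluorescence ratio.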
Neddylation inh: inhibitors of cullin neddylation, primary screen, biochemical, TR-FRET, uHTS, NAE and Ubc12; calls only at 25 µM; AID 651699, 2012; 360,000 tested, 0.58% active; NEDD8-conjugating enzyme Ubc12 (Homo sapiens) + NEDD8-activating enzyme E1 regulatory …; in the data active means inhibition above about 36%
Rin1 Abl inh: inhibitors of Rin1-Abl protein binding, primary screen, biochemical, TR-FRET | Tyrosine-protein kinase ABL1 (Homo sapiens) + Ras and Rab interactor 1 (Homo sapiens), … | inhibition, % at 7.35 µM | AID 588664, 2011 | 360,000 tested, 0.4% active; in the data active means inhibition above about 5%, passing the limit was not always enough
bovine MsrA act: bovine MsrA enzyme activators, primary screen, biochemical, absorbance, HTS | Methionine sulfoxide reductase A (Bos taurus) | purified bovine MsrA, absorbance read-out | activation, % at 10.6 µM | 360,000 tested, 0.3% active; in the data active means activation above about 7.5%;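 further: 0% = vehicle and 100% = reference activator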
SKN-1 block: suppressors of acrylamide-induced Pgst-4::GFP reporter in worms, primary screen, SKN-1 inhibitor project, whole organism, uHTS, GFP/RFP fluorescence ratio, strain VP596. inhibition, % at 21.8 µM. C. elegans VP596 Pgst-4::GFP/RFP ratio, 24 h. 360,000 tested, 0.49% active. AID 624304, 2012;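 active means interference check ratio from 0.5 to 1.5 plus GFP to RFP signal ratio inhibition reaching or exceeding a fixed threshold, cut at about 30% in these data, passing the limit was not always enough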; further: some compounds called inactive have numbers as strong as hits
E coli Lon inh: inhibitors of E. coli Lon protease, primary screen, biochemical, fluorescence polarization. P0A9M0. purified E. coli Lon protease. inhibition, % at 7.94 µM. 360,000 tested, 0.42% active. AID 602123, 2011; in the data active means inhibition above about 13%, passing the limit was not always enough;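 further: 0% = enzyme with probe and DMSO and 100% = no enzyme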
CendR NRP1 mod: modulators of CendR peptide binding to NRP-1, primary screen, biochemical, fluorescence polarization, uHTS. Neuropilin-1 (Homo sapiens), O14786. FAM-RPARPAR peptide binding to NRP-1. inhibition, % at 25 µM. 360,000 tested, 0.85% active;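 active means inhibition or corrected inhibition above about 18%, plus a signal ratio from 0.5 to 1.5, limit read from the data, passing the limit was not always enough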; further: strong numbers were not always called active
Starred values were filed as active, the others as inactive; i = inactive; / = not tested or not shown.

SMILES | MsrA inhibitor | FAS-TE inh | MT1-MMP act inh | Neddylation inh | Rin1 Abl inh | bovine MsrA act | SKN-1 block | E coli Lon inh | CendR NRP1 mod
O=C(CCc1ccccc1)NCCCNC(=O)CCc1ccccc1 | 0.8 | -5 | -2 | i | 1 | -1 | -6 | -2 | 3
CCCCC(=O)OCC(=O)c1[nH]c(C)c(C(C)=O)c1C | 1.9 | 4 | 0 | i | 2 | -2 | 10 | 4 | -5
COCCNC(=O)C1(C)CCCN(Cc2ccc(OC)cc2)C1 (centres undefined) | / | -6 | 0 | i | -1 | -1 | 20 | 0 | 1
O=C(CSc1cccc2cccc(Cl)c12)NCc1cccs1 | 0.7 | 21 | -4 | i | -1 | -4 | 17 | -9 | -2
COCCNC(=O)C1(C)CCCN(C(=O)c2cc(F)ccc2C)C1 (centres undefined) | 1.4 | -6 | 4 | i | 0 | -1 | 14 | -13 | 17
C=CCN(C(=O)Nc1ccc(OC)cc1)c1nnc(-c2ccncc2)s1 | 0.7 | 2 | 0 | i | -2 | -1 | 6 | 1 | 2
CCSc1nnc(NC(=O)[C@H](C)N2C(=O)C3CC=CCC3C2=O)s1 (some centres undefined) | -0.9 | -10 | 6 | i | 2 | -4 | -2 | 7 | -12
COc1ccc(-c2nc(SCC(=O)Nc3nccs3)c(-c3ccc(Cl)cc3)[nH]2)cc1 | 0.2 | 8 | -5 | i | -2 | 3 | 25 | -9 | -6
O=C(NNC(=O)c1c(O)c2ccccc2[nH]c1=O)c1ccccc1 | -1.1 | -9 | -1 | i | 1 | -5 | -2 | -4 | -10
COC(=O)c1sc(S(=O)(=O)NC(Cc2ccccc2)C(=O)O)c(C(=O)OC)c1C (centres undefined) | 0.6 | -8 | -2 | i | 1 | -4 | 3 | -3 | 0
O=C(/C=C/c1cccs1)N1CCC2(CC1)Oc1ccc(Cl)cc1C(=O)C21CC(c2ccccc2)=NO1 (centres undefined) | 1.5 | 73* | -4 | i | 3 | -1 | 15 | -8 | 18
CCn1c(=N)n(CC(=O)c2ccc(OC)c(OC)c2)c2ccccc21 | / | -5 | 6 | i | -1 | 1 | 1 | 3 | 5
CCOc1ccc(-n2c(-c3ccc(OC)cc3)c[n+]3c2CCCCC3)cc1 | -0.7 | -11 | -13 | i | 3 | -8 | -2 | -1 | 0
CC1Cn2c(nc(=O)c3c2NCN(CCc2ccccc2)C3)S1 (centres undefined) | -0.5 | -1 | 4 | i | 3 | -3 | -6 | 1 | 0
Nn1c(Nc2ccccc2)nc2ccccc2c1=O | -0.4 | -1 | -5 | i | -1 | 1 | -7 | 0 | 7
Cn1c(SC/C=C/c2ccccc2)nnc1-c1cnccn1 | -0.2 | 0 | -1 | i | -3 | -4 | -14 | 2 | 3
O=C1CCN(c2ccc([N+](=O)[O-])cc2F)CC1 | 1.5 | 0 | 3 | i | -5 | -8 | -11 | 12 | -2
Cc1csc(N2CCCC2c2nc3cc(C(F)(F)F)ccc3n2CCOCCO)n1 (centres undefined) | 0.5 | -9 | -5 | i | -1 | 2 | 3 | -12 | 21
COc1ccc(C(C(=O)NCc2ccc(F)cc2)N(C(=O)c2csnn2)C2CC2)cc1 (centres undefined) | 0.3 | 2 | 0 | i | 3 | -3 | 16 | 1 | 12
CCN(CC)CC(C(=O)N(CC)CC)P(=O)(c1ccccc1)c1ccccc1 (centres undefined) | 0.6 | -5 | 1 | i | -3 | 1 | 14 | 9 | 4
CC(C)Cn1c(O)c2ccc(C(=O)N=NC(=O)c3cccnc3)cc2c1O | 1.1 | -6 | -2 | i | 5 | -7 | 5 | 8 | 9
CCOC(=O)Nc1ccc2c(c1)N(CCCN(C)C)c1ccccc1CC2 | 0.5 | -3 | -9 | i | 3 | -10 | -14 | 2 | -20
O=C(NCC(=O)N1CCN(c2cccc(Cl)c2)CC1)c1ccc(Br)o1 | -0.3 | 1 | 1 | i | 2 | -1 | 2 | 6 | -3
O=C(CSc1nnc(Cn2cnc3ccccc32)o1)Nc1cccc2ccccc12 | -0.9 | -9 | -1 | i | -1 | -1 | 0 | -3 | -1
COC(=O)c1ccccc1NC(=O)c1cc2ccccc2o1 | 3.3 | 23 | -4 | i | -1 | -2 | 7 | -4 | -6
O=C(CN(C1CCCCC1)S(=O)(=O)c1ccccc1)N1CCCC1 | -0.2 | -1 | 6 | i | -5 | 6 | -3 | -7 | 20
CCOC(=O)c1ccccc1NC(=O)CN1C(=O)NC(C)(CCc2ccccc2)C1=O (centres undefined) | 2.7 | 11 | -2 | i | -2 | -4 | -5 | 0 | 7
CCCOC(=O)/C(C)=N\NC(=O)c1ccco1 | 1.3 | -4 | -1 | i | 7 | -1 | 12 | 1 | -9
CCCc1c(C)c2ccc(OCC(C)=O)cc2oc1=O | 0.7 | -12 | 3 | / | -3 | -4 | 2 | -5 | -7
CN(C)S(=O)(=O)c1ccc(Cl)c(NC(=O)COC(=O)[C@@H]2CCCN2C(=O)c2cccs2)c1 | -0.4 | -2 | -1 | i | 2 | 3 | -1 | -4 | 2
COC(CNC(=O)c1cc(C(=O)c2c(-c3c(Cl)cccc3Cl)noc2C)c[nH]1)OC | 1.0 | -3 | -3 | i | 0 | -2 | 15 | 0 | -8
Cc1ccc(S(=O)(=O)Nc2ccccc2C=Nc2cccc(C)c2C)cc1 | -0.8 | 7 | 4 | i | -4 | -7 | 3 | 20 | -12
COC(=O)c1ccccc1NC(=O)CN(Cc1ccccc1)S(C)(=O)=O | -1.0 | 1 | 5 | i | -1 | -2 | 11 | -5 | -5
COc1cccc(NC(=O)N2CCC(NC(=O)C3CCCCC3)CC2)c1 | 0.1 | -4 | 5 | i | 2 | 0 | -2 | -8 | -7
Cc1cc(=O)[nH]c(Nc2ccc(C(=O)OC(C)C)cc2)n1 | -0.9 | -7 | 1 | i | 1 | -3 | 11 | -2 | -12
O=C(/C=C/c1cn(-c2ccccc2)nc1-c1cccnc1)NCCN1CCOCC1 | 0.1 | -3 | 4 | i | -1 | 0 | 2 | -4 | -10
O=C(NC(=S)N1CCOCC1)c1cc2ccccc2o1 | 1.4 | -4 | -1 | i | -1 | -1 | -2 | -3 | -2
O=C(Cc1ccc(Cl)cc1)NCC(=O)N1CCC2(CC1)NCCc1[nH]cnc12 | 0.0 | -5 | 11 | i | 4 | -10 | -7 | -3 | -6
O=C(CN1C(=O)COc2ccc(Cl)cc21)NC1CC1 | -0.9 | -5 | 4 | i | 1 | -11 | -15 | 10 | 3
COc1ccc(-c2ccc3c(c2)S(=O)(=O)c2cccc(C(=O)N4CCN(c5ccc(Cl)cn5)CC4)c2C3=O)cc1OC | 1.1 | 5 | -6 | i | 3 | -3 | 11 | 5 | -6

Complete entries, quoted from the list. Screens in order: MsrA inhibitor, FAS-TE inh, MT1-MMP act inh, Neddylation inh, Rin1 Abl inh, bovine MsrA act, SKN-1 block, E coli Lon inh, CendR NRP1 mod
CCSc1nnc(NC(=O)[C@H](C)N2C(=O)C3CC=CCC3C2=O)s1 (some centres undefined) is listed with -0.9, -10, 6, i, 2, -4, -2, 7, -12
CCOc1ccc(-n2c(-c3ccc(OC)cc3)c[n+]3c2CCCCC3)cc1 is listed with -0.7, -11, -13, i, 3, -8, -2, -1, 0

The list goes on.
SMILES | MsrA inhibitor | FAS-TE inh | MT1-MMP act inh | Neddylation inh | Rin1 Abl inh | bovine MsrA act | SKN-1 block | E coli Lon inh | CendR NRP1 mod
NS(=O)(=O)c1ccc(CCNC(=O)Cc2ccc(S(=O)(=O)N3CCOCC3)s2)cc1 | -1.4 | -6 | -1 | i | -1 | -2 | 7 | -9 | -30
COc1ccc(-n2c(SCC(=O)Nc3ccccc3C)nc(O)c(Cc3ccccc3)c2=O)cc1 | 0.3 | -4 | 5 | i | 0 | -1 | 5 | 5 | 6
COc1ccc2cc3c(N)nn(C(=O)c4ccc(F)cc4)c3nc2c1 | 1.9 | 5 | -8 | i | -3 | -10 | -4 | -10 | -17
CC(C)=Nc1ccccc1C1COC(=O)C1=N (centres undefined) | 1.1 | -11 | -4 | i | -3 | 1 | -7 | 6 | -1
Oc1ccc(C[C@@H]2CNCCN2CCC23CC4CC(CC(C4)C2)C3)cc1 | -0.2 | -7 | -6 | i | 2 | -4 | 7 | -2 | 2
CC(C)C[C@H]1CNC(=S)N1C[C@H]1CCCN1C[C@H](Cc1ccc(O)cc1)N1C[C@H](Cc2ccccc2)N(CC2CCCCC2)C1=S | 1.1 | -67 | -3 | i | 3 | -8 | -3 | -4 | -4
COc1ccc(F)c(C2C(C#N)=C(N)Oc3n[nH]c(C(C)(C)C)c32)c1 (centres undefined) | -0.6 | 0 | -1 | i | -2 | -1 | 4 | -6 | 0
COCC#Cc1ccc2c(c1)O[C@@H](CN(C)C(=O)Nc1ccc(OC)cc1)[C@H](C)CN([C@H](C)CO)S2(=O)=O | 2.0 | -10 | 3 | i | -1 | -6 | -8 | -1 | -11
O=C(NNC(=O)c1ccc(Cl)c([N+](=O)[O-])c1)c1ccncc1 | 2.1 | 7 | 4 | i | 0 | -4 | 21 | 2 | 6

Ordered by the number under bovine MsrA act (rising): three from the list above
Compound	bovine MsrA act
CC(C)C[C@H]1CNC(=S)N1C[C@H]1CCCN1C[C@H](Cc1ccc(O)cc1)N1C[C@H](Cc2ccccc2)N(CC2CCCCC2)C1=S	-8
COCC#Cc1ccc2c(c1)O[C@@H](CN(C)C(=O)Nc1ccc(OC)cc1)[C@H](C)CN([C@H](C)CO)S2(=O)=O	-6
CC(C)=Nc1ccccc1C1COC(=O)C1=N (centres undefined)	1

A draw from above in order of molecular weight, lowest first.
SMILES | MsrA inhibitor | FAS-TE inh | MT1-MMP act inh | Neddylation inh | Rin1 Abl inh | bovine MsrA act | SKN-1 block | E coli Lon inh | CendR NRP1 mod
CC(C)=Nc1ccccc1C1COC(=O)C1=N (centres undefined) | 1.1 | -11 | -4 | i | -3 | 1 | -7 | 6 | -1
NS(=O)(=O)c1ccc(CCNC(=O)Cc2ccc(S(=O)(=O)N3CCOCC3)s2)cc1 | -1.4 | -6 | -1 | i | -1 | -2 | 7 | -9 | -30
COc1ccc(-n2c(SCC(=O)Nc3ccccc3C)nc(O)c(Cc3ccccc3)c2=O)cc1 | 0.3 | -4 | 5 | i | 0 | -1 | 5 | 5 | 6

Not a hit list; overall some 4.2% were active at least once.
